S100A4 inh HTS = blocks human S100A4 binding to myosin IIA peptide. P26447. S100A4/TAMRA-MyoIIA peptide fluorescence polarization. inhibition, % at 10.7 µM. actives 0.14% (n = 360,000). AID 652163;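 active means mean inhibition of at least 70% across replicates, with every replicate also reaching that level; inconclusive means mean inhibition reaches 70% but some replicates fall short; inactive means mean inhibition below 70%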
Target sequence (P26447 whole entry, looked up): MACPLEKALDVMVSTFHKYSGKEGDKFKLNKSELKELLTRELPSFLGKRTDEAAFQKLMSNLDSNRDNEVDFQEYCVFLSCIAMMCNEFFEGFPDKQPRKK
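Test system: S100A4 monomer protein; Medium: HEPES pH 7.2 with CaCl2, KCl, NaCl, DTT, Triton; Probe or stimulus: TAMRA-labelled myosin IIA heavy-chain peptide probe, 5 nM; Doses: one dose per compound; Times: polarization read 5 min after assay mix addition, stable 5–60 min; Benchmarks: neutral control DMSO, positive control TFP.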
XiGFP reactiv = X-chromosome reactivation activator; XiGFP mouse fibroblasts, % GFP-positive cells imaging, 3 d; cells co-treated with 5-aza-dC sensitizer; scaled so ellipticine positive control = 100%; activation, % at 7.58 µM; actives 0.055% (n = 360,000); AID 743238;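 active means mean normalized replicate activation at least 10% and every replicate at or above 10%; inconclusive means only one of the two criteria met; inactive means mean below 10% and not all replicates reach 10%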;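 further: 0% = median of on-plate neutral control wells and 100% = ellipticine 6 µM median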
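Assay system – SV40-immortalized XiGFP fibroblast cells, line 68-5-11 · Buffer or medium – DMEM supplemented with 5-aza-dC as sensitizing agent · Dosing – one concentration, pinned · Benchmarks – positive control ellipticine, 6 µM final · Times – 3 days compound exposure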
ERAP1 inh = inhibitors of human ERAP1 aminopeptidase | inhibition, % at 10.7 µM | AID 652197 | recombinant ERAP1, Leu-AMC fluorescence, 60 min | Q9NZ08 | actives 0.15% (n = 340,000);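 active means mean replicate inhibition of at least 30%, or all replicates individually reaching that 30% level; inactive means mean below 30% and not every replicate reaching it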;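 further: 0% = neutral control wells and 100% = L-leucinethiol positive control wells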
Target sequence (Q9NZ08 whole entry, looked up): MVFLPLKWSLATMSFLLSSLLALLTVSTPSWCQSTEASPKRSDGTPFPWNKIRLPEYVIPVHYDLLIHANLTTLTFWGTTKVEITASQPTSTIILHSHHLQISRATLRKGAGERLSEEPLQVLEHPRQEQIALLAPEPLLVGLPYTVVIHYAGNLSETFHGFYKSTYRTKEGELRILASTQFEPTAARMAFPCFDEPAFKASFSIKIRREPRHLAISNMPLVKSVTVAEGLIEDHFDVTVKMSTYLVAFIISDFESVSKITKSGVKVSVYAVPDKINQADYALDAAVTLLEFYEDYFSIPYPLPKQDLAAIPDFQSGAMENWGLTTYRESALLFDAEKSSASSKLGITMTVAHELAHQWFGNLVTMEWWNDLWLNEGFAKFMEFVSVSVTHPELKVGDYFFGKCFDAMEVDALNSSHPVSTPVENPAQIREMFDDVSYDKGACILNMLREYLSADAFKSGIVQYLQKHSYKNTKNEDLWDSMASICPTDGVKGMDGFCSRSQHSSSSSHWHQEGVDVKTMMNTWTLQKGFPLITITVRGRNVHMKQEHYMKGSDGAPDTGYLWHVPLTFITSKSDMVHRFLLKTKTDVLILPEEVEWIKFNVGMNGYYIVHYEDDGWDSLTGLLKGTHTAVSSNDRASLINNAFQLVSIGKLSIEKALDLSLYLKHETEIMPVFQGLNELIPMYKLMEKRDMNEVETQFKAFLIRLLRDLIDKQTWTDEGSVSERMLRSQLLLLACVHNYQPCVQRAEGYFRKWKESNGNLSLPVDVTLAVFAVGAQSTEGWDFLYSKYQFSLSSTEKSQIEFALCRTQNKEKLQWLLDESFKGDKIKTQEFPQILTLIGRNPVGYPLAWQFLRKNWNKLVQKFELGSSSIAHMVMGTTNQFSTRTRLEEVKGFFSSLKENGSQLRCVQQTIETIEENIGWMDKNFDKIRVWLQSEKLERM
SIRT5 block = blocks human SIRT5 desuccinylation of peptide; actives 1.1% (n = 330,000); AID 652115; Q9NXA8; inhibition, % at 15 µM; Purified SirT5, succinyl-peptide AMC, trypsin-coupled fluorescence; in the data active means inhibition above about 15%; inconclusive means no clear call, values can overlap the other calls
Cneo AK release = Cryptococcus neoformans lysis via adenylate kinase release | C. neoformans lysis, adenylate kinase release luminescence, 4 h; normalised: neutral wells 0, clomiphene wells 100 | lysis activity, % at 15 µM | actives 0.2% (n = 360,000) | AID 651654;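 active means mean lysis activity across replicates of at least 80%, whatever share of replicates individually reach that level; inactive means mean lysis activity below 80%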
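Signal: Adenylate kinase release luminescence | Assay system: Log-phase Cryptococcus neoformans yeast cells | Input: Cells at 5 × 10^6 per mL | Buffer or medium: Fresh YPD growth medium | Compound: Single dose | Schedule: Static 4 h at 37 °C with compound, 1 h detection | Controls: Clomiphene | Read-out: Luminescence rise reflecting yeast cell lysis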
C2C12 statin = suppression of simvastatin myotoxicity; actives 0.78% (n = 330,000); C2C12 myotubes + simvastatin, ATP luminescence, 48 h; scaled: DMSO 0, geranylgeraniol control 100; rescue of ATP level, % at 7.49 µM;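 active means mean ATP rescue above about 67%, or every replicate alone reaching that limit, limit read from the data, passing the limit was not always enough; inconclusive means no clear call, values can overlap the other calls; inactive means mean under the limit and some replicate under it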;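 further: myotubes were challenged with 10 µM simvastatin during compound exposure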
LGR2 antag = blocks bursicon-induced cAMP signaling via Drosophila LGR2 | HEK293 LGR2, CRE-luciferase, bursicon-stimulated, 4 h | inhibition, % at 9.99 µM | actives 0.35% (n = 380,000);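 active means drop in luminescence signal, shown as inhibition above about 50% in the replicate tests, limit read from the data, passing the limit was not always enough; inconclusive means probably only some replicates passing the limit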;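 further: agonist challenge used bursicon conditioned medium at about half maximal strength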
PGC1a acetyl inh = modulators of PGC1a acetylation. inhibition, % at 15.6 µM. U2OS PGC1a acetylation, AlphaScreen anti-acetyl-lysine; with virally co-expressed GCN5 acetyltransferase. AID 651687. actives 0.17% (n = 350,000);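 active means every replicate shows inhibition of at least 40%; inconclusive means mean inhibition at least 40% but some replicate below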;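 further: 0% = neutral control wells and 100% = positive control wells; some results beyond the cut were filed as inactive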
* hit, by the source's call; u = inconclusive; x = no result given. Some of the compounds tested (hit frequency here may not be typical).

SMILES	S100A4 inh HTS	XiGFP reactiv	ERAP1 inh	SIRT5 block	Cneo AK release	C2C12 statin	LGR2 antag	PGC1a acetyl inh
COc1ccc(C#Cc2cnc3c(c2)C(=O)N([C@@H](C)CO)C[C@H](C)[C@@H](CN(C)C(C)=O)O3)cc1	-5	-1.0	3	1	-2	15	-2	0
Cc1cc(Cl)ccc1OCCCC(=O)Nc1ccc(S(=O)(=O)Nc2ncccn2)cc1	-5	0.1	0	-3	1	7	4	-9
Cc1noc(C)c1NC(=O)N(C)C[C@@H]1Oc2c(NS(=O)(=O)c3cn(C)cn3)cccc2C(=O)N([C@@H](C)CO)C[C@H]1C	11	-1.3	-2	-3	2	-35	-2	-6
COc1ccc(N2CCN(C3CCCN(C(=O)C4=C(C)OCCO4)C3)CC2)cc1 (stereo unspecified)	19	0.1	-3	-8	3	5	-10	x
CCN(CC)c1ccc(NC(=O)c2ccc(Br)o2)c(C)c1	x	x	x	x	-4	4	-40	-11
C[C@H]1CN([C@@H](C)CO)C(=O)c2cccc(NC(=O)C3CC3)c2O[C@H]1CN(C)Cc1ccc2c(c1)OCO2	55	0.0	0	6	5	-25	16	-3
O=C(NCc1ccco1)/C(=C/c1cccnc1)NC(=O)c1cccc(Br)c1	-3	x	3	-3	-1	4	8	x
Cc1ccc(S(=O)(=O)C(c2ccccc2)c2c(C)noc2C)cc1 (stereo unspecified)	x	0.1	x	x	0	x	12	-17
COc1ccc(CN2CCC(C)(Oc3cccc(F)c3)C2)c2ccccc12 (stereo unspecified)	-4	0.1	0	x	-2	2	x	1
C[C@@H]1CN([C@@H](C)CO)S(=O)(=O)c2ccc(C#CC3(O)CCCC3)cc2O[C@H]1CN(C)C(=O)Nc1ccccc1	-6	-1.3	2	5	-1	-31	0	-14
O=C(NC[C@H]1[C@@H](c2ccccc2)[C@H](CO)N1C(=O)C1CC1)NC1CCCC1	6	0.0	1	3	1	5	11	-13
CC(C)c1cn(C2OC(COC(=O)c3ccccc3)C(OC(=O)c3ccccc3)C2OC(=O)c2ccccc2)c(=O)[nH]c1=O (stereo unspecified)	x	0.0	x	x	0	7	5	x
N/C(Cc1ccc([N+](=O)[O-])cc1)=N\OC(=O)c1ccc(Br)cc1	3	0.0	-1	-4	12	8	-19	x
COC(=O)[C@]12CCCCC=C1N(Cc1ccc3c(c1)OCO3)C(=O)[C@H](CC(=O)N1CCSCC1)C2	5	0.3	x	-1	x	x	-8	x
CCCC(=O)Nc1ccc2c(c1)C(=O)N(C)C[C@@H](OC)[C@H](C)CN(C(=O)c1ccncc1)[C@H](C)CO2	-1	0.5	2	1	-59	-6	-5	4
CCCCN(C)C(=O)Cn1c(=O)oc2cc(S(=O)(=O)N3CC(C)CC(C)C3)ccc21 (stereo unspecified)	0	-0.2	x	-4	x	7	6	3
C[C@H](CO)N1C[C@H](C)[C@@H](CN(C)S(=O)(=O)c2cccs2)Oc2ccc(NC(=O)Cc3ccccc3)cc2CC1=O	-3	-1.1	-2	2	2	-18	-2	1
O=C(c1ccncc1)N1CCN(S(=O)(=O)c2ccccc2Br)CC1	-6	0.1	0	-2	-1	9	6	4
CCCN1[C@H](C(=O)N2CCCCC2)[C@@H](CO)[C@@H]2Cn3c(ccc(-c4ccccc4OC)c3=O)[C@@H]21	x	0.0	x	2	x	-3	-4	2
COc1ccc(NC(=O)Nc2ccc3c(c2)C(=O)N([C@H](C)CO)C[C@@H](C)[C@H](CN(C)S(=O)(=O)c2cn(C)cn2)OCCCC[C@@H](C)O3)cc1	x	0.0	x	x	4	x	6	2
CNC(=O)C[C@@H]1CC[C@H]2[C@H](COc3ccc(NC(=O)c4cscn4)cc3C(=O)N2C)O1	x	0.0	x	x	0	-1	4	-4
Cc1cc(Br)ccc1OCC(=O)NNC(=O)c1cnccn1	2	0.3	-2	-2	x	x	9	x
COc1cc(C(=O)NCC(c2ccco2)N2CCc3ccccc3C2)cc(OC)c1OC (stereo unspecified)	u	-0.1	-3	-7	-1	0	16	x
C[C@H](CO)N1C[C@H](C)[C@H](CN(C)C(=O)c2ccccc2)Oc2ncc(/C=C/c3ccccc3)cc2C1=O	38	-0.6	1	-14	5	4	1	5
CSc1ccc(C(=O)NCC(c2ccco2)N(C)C)cc1[N+](=O)[O-] (stereo unspecified)	0	0.5	-4	0	0	-76	-13	4
SMILES	S100A4 inh HTS	XiGFP reactiv	ERAP1 inh	SIRT5 block	Cneo AK release	C2C12 statin	LGR2 antag	PGC1a acetyl inh
COc1cccc(C(=O)OCC(=O)NCc2ccc3c(c2)OCO3)c1OC	3	0.1	-5	-7	-1	4	-11	2
O=C(NC(=O)c1ccccc1)Nc1ccc(-c2cnco2)cc1	0	0.0	-3	-3	1	x	-27	3
CCOC(=O)/C=C/C(=O)Nc1ccc(S(=O)(=O)Nc2nccs2)cc1	-3	0.0	3	-4	1	12	10	-7
COc1ccc(Cl)cc1NC(=O)C1CC(c2c(F)cccc2Cl)=NO1 (stereo unspecified)	1	0.1	1	1	-4	-16	-4	-2
COc1ccccc1OCCNC(=O)c1cc(C2CC2)nc2c1cnn2C(C)C	8	0.0	5	-2	2	0	-12	0
CCN(C(=O)CCS(=O)(=O)c1cccc2nonc12)c1ccc(F)cc1	-15	0.2	1	-3	0	10	-2	7
Cc1ccc(C(=O)N/N=C\c2cc3c(cc2Br)OCO3)cn1	15	0.4	1	-2	1	-1	11	-3
CCC(=O)NC(/C=C/c1ccccc1)c1cc([N+](=O)[O-])c2cccnc2c1O (stereo unspecified)	-1	0.0	-4	-1	x	x	x	x
C[C@H](CO)N1C[C@H](C)[C@H](CN(C)C(=O)Nc2ccccc2)Oc2ccc(NC(=O)C3CCCCC3)cc2C1=O	-35	0.2	4	0	0	-23	-13	-4
C/C(=N\NC(=S)NCc1ccccc1)c1ccc2c(c1)OCCO2	1	0.0	1	-3	x	x	-12	x
O=C(c1cccc(F)c1)N1CCCCN2[C@@H](CO)[C@@H](c3ccc(/C=C/c4ccccc4)cc3)[C@@H]2C1	-4	0.1	-2	3	0	x	-5	-31
COc1ccc(N2CCN(C(=O)COC(=O)c3oc4ccc(OC)cc4c3C)CC2)cc1	-1	0.0	0	-1	0	5	11	x
COc1ccc(C(=O)NCCc2cccc(Cl)c2)cc1OC1CCN(C(C)=O)CC1	1	0.0	-6	1	5	2	-1	-3
CC1CCCN(CC(=O)NC(=O)NC2CCCCC2)C1 (stereo unspecified)	-5	0.2	-1	-3	-2	5	-21	8
CC(C)(C)NC(=O)CSc1nnc(Cc2ccccc2)n1CC1CCCO1 (stereo unspecified)	27	0.0	-1	-2	x	x	-7	x
CN(C(=O)Cn1nnc(-c2ccc(F)cc2)n1)C1CCS(=O)(=O)C1 (stereo unspecified)	-3	0.1	6	-4	-2	-1	x	4
CC(=O)c1cccc(NC(=O)c2ccc3c(c2)OCO3)c1	0	0.0	0	0	-1	-6	x	12
O=C(COc1ccc(Cl)cc1Cl)Nc1ccccc1F	-4	0.0	5	-2	-9	x	-39	-4
OCCC1CN(Cc2cnc(-c3ccc(Cl)cc3)nc2)CCN1C1CCCC1 (stereo unspecified)	20	-0.3	-4	0	6	11	-4	-5
CC(=O)N(C[C@H]1N[C@H](CO)[C@@H]1c1ccc(-c2ccccc2)cc1)C(C)C	8	0.0	1	4	-7	-10	10	1
COc1cc(C)ccc1OCC(=O)NCC1CCCO1 (stereo unspecified)	1	-0.1	1	x	2	4	-22	-15
CNC[C@H]1Oc2c(NC(=O)Nc3ccc(OC)cc3)cccc2C(=O)N([C@@H](C)CO)C[C@@H]1C	0	-1.1	-10	-5	-13	14	9	-3
O=C(NCCCSc1ccccc1)c1ccc(=O)[nH]c1	-7	0.0	2	0	-1	x	26	-3
CO[C@H]1CN(C)C(=O)c2ccc(NS(=O)(=O)c3ccc(F)cc3)cc2OC[C@@H](C)NC[C@@H]1C	-4	0.2	0	-3	4	8	-10	1
Cc1cc(Sc2nccn2C)ncc1[N+](=O)[O-]	-4	0.2	-10	-2	x	x	-6	x

Taken from above.
In ERAP1 inh, CN(C(=O)Cn1nnc(-c2ccc(F)cc2)n1)C1CCS(=O)(=O)C1 (stereo unspecified) is listed with 6
In PGC1a acetyl inh, OCCC1CN(Cc2cnc(-c3ccc(Cl)cc3)nc2)CCN1C1CCCC1 (stereo unspecified) is listed with -5
In LGR2 antag, CC(C)(C)NC(=O)CSc1nnc(Cc2ccccc2)n1CC1CCCO1 (stereo unspecified) is listed with -7
In SIRT5 block, O=C(c1cccc(F)c1)N1CCCCN2[C@@H](CO)[C@@H](c3ccc(/C=C/c4ccccc4)cc3)[C@@H]2C1 is listed with 3
In S100A4 inh HTS, CCC(=O)NC(/C=C/c1ccccc1)c1cc([N+](=O)[O-])c2cccnc2c1O (stereo unspecified) is listed with -1
In Cneo AK release, COc1ccc(N2CCN(C(=O)COC(=O)c3oc4ccc(OC)cc4c3C)CC2)cc1 is listed with 0
In SIRT5 block, CC1CCCN(CC(=O)NC(=O)NC2CCCCC2)C1 (stereo unspecified) is listed with -3

Continuation.
SMILES	S100A4 inh HTS	XiGFP reactiv	ERAP1 inh	SIRT5 block	Cneo AK release	C2C12 statin	LGR2 antag	PGC1a acetyl inh
Cc1ccc(C(C)C)c(OCCCNCc2cccnc2)c1	-2	0.0	5	-2	x	x	-12	-6
COCCNc1nc(N2CCCCC2)c2cnn(C)c2n1	2	0.0	1	-6	-1	6	-2	1
Cc1ncc(CO)c2c1Oc1nc(-c3ccccc3)nc(SCC(=O)N(C)c3ccccc3)c1C2	-6	0.0	0	0	x	x	17	x
CCOc1cccc(NC(=O)CSc2nncn2N)c1	0	x	-3	-3	3	-5	9	-6
O=C(NCC[C@H]1CC[C@H](NC(=O)C2CCCC2)[C@@H](CO)O1)c1cc(Cl)cc(Cl)c1	-1	-0.3	-3	7	1	-8	12	-8
CC(C)Oc1cc(F)ccc1-c1cc(C(=O)NCc2ccccn2)[nH]n1	0	0.0	-2	x	-1	0	-3	10
CCN1CCN(c2ccc(NC(=O)c3ccc(Cl)c(S(=O)(=O)N4CCCC4)c3)cc2)CC1	-6	0.0	2	-4	-4	-7	-3	x

3 entries from above, field by field:
CCN1CCN(c2ccc(NC(=O)c3ccc(Cl)c(S(=O)(=O)N4CCCC4)c3)cc2)CC1
  S100A4 inh HTS: -6 | XiGFP reactiv: 0.0 | ERAP1 inh: 2 | SIRT5 block: -4 | Cneo AK release: -4 | C2C12 statin: -7 | LGR2 antag: -3 | PGC1a acetyl inh: x

CC(C)Oc1cc(F)ccc1-c1cc(C(=O)NCc2ccccn2)[nH]n1
  S100A4 inh HTS: 0 | XiGFP reactiv: 0.0 | ERAP1 inh: -2 | SIRT5 block: x | Cneo AK release: -1 | C2C12 statin: 0 | LGR2 antag: -3 | PGC1a acetyl inh: 10

CCOc1cccc(NC(=O)CSc2nncn2N)c1
  S100A4 inh HTS: 0 | XiGFP reactiv: x | ERAP1 inh: -3 | SIRT5 block: -3 | Cneo AK release: 3 | C2C12 statin: -5 | LGR2 antag: 9 | PGC1a acetyl inh: -6

High-throughput results as filed in PubChem BioAssay.
